ERAP1 HTS inh: ERAP1 (human) enzyme inhibition | Q9NZ08 | recombinant ERAP1, Leu-AMC fluorescence, 60 min | inhibition, % at 10.7 µM | 0.15% of 340,000 active | AID 652197;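 active = mean replicate inhibition of at least 30%, or all replicates individually reaching that 30% level; inactive = mean below 30% and not every replicate reaching it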;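 note: 0% = neutral control wells and 100% = L-leucinethiol positive control wells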
RAD52 anneal inh: inhibitors of human RAD52 DNA annealing | recombinant RAD52 DNA annealing, FRET fluorescence | inhibition, % at 18.7 µM | 0.46% of 360,000 active | AID 651710;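 active = every replicate showing at least 50% inhibition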
Target sequence (P43351 whole entry, looked up): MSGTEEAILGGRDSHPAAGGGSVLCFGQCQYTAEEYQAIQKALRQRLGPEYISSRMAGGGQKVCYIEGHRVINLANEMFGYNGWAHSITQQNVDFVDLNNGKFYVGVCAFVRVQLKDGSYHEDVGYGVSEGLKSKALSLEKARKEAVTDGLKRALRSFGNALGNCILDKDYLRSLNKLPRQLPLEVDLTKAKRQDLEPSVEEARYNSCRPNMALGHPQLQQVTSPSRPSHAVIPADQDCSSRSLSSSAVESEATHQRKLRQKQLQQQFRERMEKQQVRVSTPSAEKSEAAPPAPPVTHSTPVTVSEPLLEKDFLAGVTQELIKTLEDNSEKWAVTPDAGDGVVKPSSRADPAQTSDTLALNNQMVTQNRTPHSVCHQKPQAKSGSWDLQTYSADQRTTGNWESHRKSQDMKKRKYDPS
PglD DTNB: inhibitors of Campylobacter jejuni PglD acetyltransferase; purified PglD enzyme, DTNB colorimetric CoA detection; AID 602405; 0.098% of 360,000 active; inhibition, % at 12.5 µM; in the data active = inhibition above about 16%, passing the limit was not always enough; note: strong numbers were not always called active
Cneo AK release: Cryptococcus neoformans lysis via adenylate kinase release. C. neoformans lysis, adenylate kinase release luminescence, 4 h; normalised: neutral wells 0, clomiphene wells 100. lysis activity, % at 15 µM. 0.2% of 360,000 active;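 active = mean lysis activity across replicates of at least 80%, whatever share of replicates individually reach that level; inactive = mean lysis activity below 80%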
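Test system: log-phase Cryptococcus neoformans yeast cells; Quantity: yeast cell density of 5 × 10^6 cells/mL; Buffer or medium: YPD; Doses: single compound concentration per well; Timing: 4 h at 37 °C static, read 1 h later; Measured by: AK luminescence; Read-out basis: lysis from increased AK signal; Control set: Clomiphene as positive control.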
miR-122 sensor: inhibitors of miR-122 in Huh7 cells. Huh7 miR-122 Renilla luciferase sensor, 48 h; neutral wells = 0, positive control = 100. activation (reporter increase), % at 12.5 µM. 0.3% of 340,000 active;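 active = mean replicate activation score at least 90 and every replicate individually at or above 90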;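 note: higher luciferase means less miR-122 activity so hits act as miR-122 inhibitors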
PGC1a acetyl inh: lowers PGC1a acetylation signal in U2OS cells. inhibition, % at 15.6 µM. AlphaScreen anti-acetyl-lysine; with virally co-expressed GCN5 acetyltransferase. 0.17% of 350,000 active;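 active = every replicate shows inhibition of at least 40%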;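 note: 0% = neutral control wells and 100% = positive control wells; some results beyond the cut were filed as inactive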
E-selectin induc: E-selectin induction on HUVECs | AID 686992 | 0.37% of 260,000 active | activation, % at 7.58 µM | P16581 | HUVEC E-selectin immunofluorescence imaging; normalized: neutral wells 0, TNF-alpha wells 100;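 active = mean E-selectin-positive cell signal at least 10% of the positive control, reached in at least 60% of replicates, without over 20% cell loss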;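 note: in these data hits start at about 27%; measured in HUVEC primary endothelial cells; signal is the percent of cells scored E-selectin positive by PE staining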
Target sequence (P16581 whole entry, looked up): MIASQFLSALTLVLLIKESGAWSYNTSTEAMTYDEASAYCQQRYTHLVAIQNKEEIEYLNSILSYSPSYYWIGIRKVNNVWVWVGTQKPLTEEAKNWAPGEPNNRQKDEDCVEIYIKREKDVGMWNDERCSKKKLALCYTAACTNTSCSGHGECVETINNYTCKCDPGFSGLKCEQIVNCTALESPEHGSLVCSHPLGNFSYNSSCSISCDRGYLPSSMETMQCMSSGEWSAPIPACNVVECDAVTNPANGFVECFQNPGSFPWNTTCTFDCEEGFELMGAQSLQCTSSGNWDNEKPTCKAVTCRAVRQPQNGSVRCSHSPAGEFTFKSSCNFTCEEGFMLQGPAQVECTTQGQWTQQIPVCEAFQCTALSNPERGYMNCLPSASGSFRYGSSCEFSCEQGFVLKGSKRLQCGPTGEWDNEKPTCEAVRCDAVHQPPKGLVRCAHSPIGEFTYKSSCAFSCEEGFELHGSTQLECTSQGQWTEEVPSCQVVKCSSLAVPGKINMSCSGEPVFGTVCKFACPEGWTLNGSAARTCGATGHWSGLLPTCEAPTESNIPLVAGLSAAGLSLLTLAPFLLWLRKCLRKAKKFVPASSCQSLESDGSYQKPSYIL
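Read-out basis: % PE-positive cells; Test system: HUVEC primary endothelial cells; Technique: immunofluorescence imaging; Dosing: single-point compound dose.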
RAD54 branch: blocks human RAD54 Holliday junction branch migration; inhibition, % at 10.4 µM; FAM/BHQ fluorescence; 0.14% of 360,000 active; Q92698;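 active = mean normalized replicate activity at least 40 and at least half of replicates scoring 40 or more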;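 note: 0% = median of neutral control wells and 100% = median of positive control wells; inhibitors cause a drop in the FAM fluorescence signal; in these data hits start at about 50%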
* marks the source's active call; other numbers are inactive results; . = no result given; & = joins results of further samples; [ ] = remark or other dose.

SMILES	ERAP1 HTS inh	RAD52 anneal inh	PglD DTNB	Cneo AK release	miR-122 sensor	PGC1a acetyl inh	E-selectin induc	RAD54 branch
CCN(c1ccc(NC(=O)COC(=O)CCC(=O)c2ccc(F)cc2)cc1)C(C)C	.	.	0.7	-3.7	-6.0	-5.2	.	-15.9
Cc1ccccc1C(=O)NC1CCN(CC(=O)Nc2ccc(Br)cc2)CC1	-5.5	-16.8	-4.8	-1.2	-3.3	.	.	-1.7
O=C(Oc1cc2oc(=O)c3c(c2cc1Cl)CCCC3)c1cccs1	-12.7	-10.7	.	.	-4.7	19.0	.	.
CCCNC(=O)C[C@H]1CC[C@H]2[C@@H](COC[C@H](O)CN2C(=O)C2CCOCC2)O1	1.2	-132.2	1.6	0.2	4.3[16.7 µM]	7.7	0.0	-10.3
C[C@@H]1CN([C@H](C)CO)S(=O)(=O)c2ccc(-c3ccc(C#N)cc3)cc2O[C@@H]1CN(C)Cc1ccccn1	.	-6.6	-3.1	-9.7	.	7.1	0.1	4.4
O=C(Nc1cccc(O)c1)c1cc(-c2ccccc2Cl)on1	-2.7	-4.4	0.9	-9.6	.	.	.	1.0
O=S(=O)(NC1CCN(S(=O)(=O)c2c(F)cccc2F)C1)c1ccc2c(c1)OCCO2 (stereo not given)	4.7	-20.6	2.7	0.2	.	.	1.3	-9.0
O=S1(=O)CCN(c2ccccc2CC(c2c[nH]c3ccccc23)c2c[nH]c3ccccc23)CC1	1.5	-28.0	.	.	1.9	5.9	0.8	.
CC(=NNC(=O)c1ccc(NS(=O)(=O)c2ccc(Br)cc2)cc1)c1cccnc1	0.9	-2.7	4.5	2.3	0.5	-7.4	1.6	2.0
Cc1nn(C)c(Sc2ccccc2N)c1[N+](=O)[O-]	0.2	-6.0	3.0	-0.8	5.2	.	.	1.3
CCN(CC)C(=O)Cn1ccc(NC(C)=O)nc1=O	-0.5	-10.5	-4.4	-0.3	.	-12.2	.	-6.7
Cc1nnc(SCC(=O)Nc2cccc(Cl)c2)n1CC1CCCO1 (stereo not given)	1.0	-0.3	-1.5	-1.3	-2.9	.	.	1.4
CC(=O)c1ccc(S(=O)(=O)Nc2cccc(-c3ccc4nncn4n3)c2)cc1	.	.	5.1	-1.7	12.8	.	.	0.1
CC(=NCCN1CCOCC1)C1=C(O)c2ccccc2C1=O	.	.	-0.6	-2.2	5.0	10.3	.	9.1
C[C@@H]1CCCCO[C@@H](CN(C)C(=O)Nc2cccc3ccccc23)[C@@H](C)CN([C@@H](C)CO)C(=O)c2cc(NC(=O)c3ccccc3)ccc2O1	2.6	-9.9	2.2	-3.4	-4.7[16.7 µM]	-4.2	.	4.2
Cc1ccc(C(=O)Nc2ccc(N3CCN(C)CC3)nc2)cc1	-4.2	-6.8	2.7	-0.9	-3.7	6.7	8.3	-16.9
CC1CCc2c(sc3ncnc(NCCCOC(C)C)c23)C1 (stereo not given)	.	.	-1.4	0.2	4.3	1.1	.	-2.8
COc1ccc(C#Cc2ccc3c(c2)O[C@H](CN(C)C(=O)Nc2cccc(OC)c2)[C@H](C)CN([C@H](C)CO)S3(=O)=O)cc1	-0.3	-38.1	0.7	43.1	-1.4[16.7 µM]	9.6	0.1	1.9
CC(=O)Nc1ccc(S(=O)(=O)N2CCC(C(=O)NC3CC3)CC2)cc1	3.4	-1.6	-1.0	-1.9	-3.1	0.9	.	-1.1
Cc1cccc(S(=O)(=O)N2C[C@H]3[C@@H](c4ccccc42)[C@@H](CO)N3C(=O)CC2CC2)c1	0.2	14.6	1.0	-4.7	33.3[16.7 µM]	-17.6	-0.2	17.2
CCCNC(=O)[C@@H]1[C@@H](CO)[C@@H]2Cn3c(ccc(/C=C/c4ccccc4)c3=O)[C@@H]2N1CC1CC1	-1.9	-19.3	4.6	-1.0	7.0[16.7 µM]	.	0.0	-9.9
O=C(C[C@@H]1CC[C@@H]2[C@H](COC[C@@H](O)CN2CC2CCOCC2)O1)NCC1CCCCC1	0.6	2.5	0.3	-1.9	-3.5[16.7 µM]	-2.8	-0.2	-7.5
COCCNC(=O)c1cccc(OC2CCN(Cc3cccc(C(C)=O)c3)CC2)c1	-3.5	-11.5	3.2	2.3	.	.	-0.3	-9.9
C[C@H]1CN([C@@H](C)CO)C(=O)c2cc(NC(=O)Cn3cnnn3)ccc2O[C@@H]1CN(C)Cc1ccccc1	2.5	-1.8	1.2	-3.9	3.7[16.7 µM]	.	-0.3	-3.1
O=C(CN1CCCc2ccccc21)N/N=C/c1ccc(F)cc1F	0.1	-11.9	4.9	1.4	-2.2	-12.8	.	-1.2
COc1cccc(OCc2nnc(SC)n2C)c1	.	.	-3.7	-0.8	-3.8	.	.	-10.3
CN(C)C(=O)[C@@H]1[C@@H](CO)[C@@H]2Cn3c(ccc(C4=CCCCC4)c3=O)[C@H]1N2CC1CC1	-0.4	4.6	-2.3	0.4	11.1[16.7 µM]	.	-1.5	-3.4
CC1CN(C(=O)c2cccc(S(=O)(=O)N3CCOCC3)c2)CC(C)O1 (stereo not given)	.	.	-1.4	1.5	-4.2	-4.9	.	6.8
CCOC(=O)N1CCC(=NNC(N)=O)C1	-0.9	-9.8	2.3	2.2	1.8	0.7	1.1	-12.7
Cc1cc(Cl)c2oc(C(=O)N3CCCCC3CCN3CCCC3=O)c(C)c2c1 (stereo not given)	-3.5	-3.1	0.6	-1.3	.	.	0.1	0.1
COc1ccccc1N1CCN(C(=O)c2cc3cc(C)ccc3[nH]2)CC1	0.4	1.5	2.6	7.2	7.5	14.3	0.4	4.1
CCOC(=O)C1CCN(S(=O)(=O)Cc2ccc(Cl)cc2)CC1	.	.	1.5	1.0	9.0	8.9	.	8.9
CCCC#Cc1ccc2c(c1)O[C@@H](CN(C)C(=O)CC1CC1)[C@H](C)CN([C@@H](C)CO)S2(=O)=O	-0.1	12.2	1.7	-5.2	12.3[16.7 µM]	-1.4	3.3	1.3
CCC1C(=O)N=C(SCC(=O)Nc2nc3ccccc3s2)NC1=O (stereo not given)	0.7	-22.0	-12.7	22.1	6.2	13.6	.	-5.8
CCCc1cc(C(=O)Nc2nnc(C)s2)cs1	.	.	-1.2	-5.2	-2.6	8.0	.	3.0
Cc1ccc(S(=O)(=O)N2CCN(c3ncnc4ccccc34)CC2)cc1	-0.7	0.4	0.0	-0.1	-18.0	16.1	-0.3	-4.7
C=C1CCN([C@H](C(=O)O)C(C)C)S(=O)(=O)c2ccccc21	14.5	-18.2	-0.2	0.5	1.5	-2.9	0.1	-4.7
N#CCCCSc1nnnn1-c1cccc(Cl)c1	.	.	-1.1	-1.0	14.7	-5.0	.	-6.4
Cc1ccc(CN2CCN(Cc3c[nH]c4ccccc34)CC2CCO)o1 (stereo not given)	0.1	-3.8	-3.4	-5.0	-2.8	2.3	4.6	1.0
CCC(CO)Oc1cc(NC(=O)c2cccc(C)c2)c2ncn(C(C)C)c2c1 (stereo not given)	.	-2.6	-4.6&-0.4	-28.9	.	.	0.0	-8.2&1.3
CC(NC(=O)c1ccccc1OC(F)F)c1ccc(-n2ccnc2)cc1 (stereo not given)	1.6	-6.4	0.6	0.2	9.0	.	0.2	-8.1
COc1ccc(OC)c(NC(=O)Nc2nc(CN(C)C)cs2)c1	0.7	7.4	-0.8	-0.6	0.0	.	0.4	3.4
CN1C(=O)c2ccccc2N(C)C1c1ccc2c(c1)OCO2 (stereo not given)	.	.	-11.9	-1.0	-3.0	14.9	.	5.9
Cc1cccc(OCC(=O)N/N=C/c2ccc(N(C)C)cc2)c1	6.9	-17.0	0.8	3.6	10.8	.	.	4.7
O=C(Nc1cccc(-c2cscn2)c1)C1CCN(Cc2ccsc2)CC1	-0.1	-13.8	3.2	0.8	2.0	-11.6	0.4	0.2
C[C@@]12CCC3[C@@](CCC4[C@@]3(C)CCC[C@@]4(C)C(=O)N3CCCCC3)(CC1=O)C2 (stereo not given in full)	-2.8	8.4	-2.5	-1.2	.	.	0.0	8.4
O=[N+]([O-])/C=C/c1ccc2c(ccn2Cc2ccccc2)c1	-4.8	-44.5	-0.5	-2.0	15.3	.	0.0	-5.1
O=C(Cc1ccccc1F)Nc1ccc(S(=O)(=O)Nc2ncccn2)cc1	-1.9	-21.2	1.6	-4.3	.	.	-0.2	3.0
CC(Oc1ccccc1)C(=O)NNS(=O)(=O)c1ccc([N+](=O)[O-])cc1 (stereo not given)	0.1	-8.8	-0.9	-2.7	1.9	8.7	.	5.1
COc1ccc(-c2c(C)oc3ccc(C)cc23)cc1	.	.	-6.9	-1.7	2.0	10.7	.	8.7
N#CCN(N=Nc1ccccc1)c1ccccc1	-1.9	-7.9	-6.4	-0.5	-0.3	-13.8	1.0	-0.6
CC(=O)N1[C@H](Cc2ccccc2)C=C[C@]1(C)C(=O)NCc1ccccn1	1.7	-7.6	4.7	13.6	.	.	0.2	10.1
CC(C)CC(OC(=O)c1ccco1)C(=O)NCC1CCCO1 (stereo not given)	.	.	3.7	-0.1	-4.4	10.1	.	3.3
Cc1ccc(/C=N/NC(=O)c2ccncc2)o1	-1.2	2.1	-2.6	-0.9	-0.9	-2.6	.	-0.2
CC(=O)N1[C@H](CO)[C@@H](c2ccccc2)[C@@H]1CN(C)C(=O)CN1CCOCC1	.	.	-1.5	-1.5	-11.4[16.7 µM]	-0.6	0.3	0.0
Cc1cc(Nc2ccc(Cl)cc2)n(-c2ccccc2)n1	.	.	4.2	-1.9	-7.4	-16.6	.	28.1
O=C(CCN1CCCO1)N1CCCC(N2CCN(c3ccccc3F)CC2)C1 (stereo not given)	1.7	-3.2	7.4	3.0	3.6	0.2	.	7.6
CCC(=O)Nc1ccc2c(c1)OC[C@@H](C)N(Cc1ccccc1F)C[C@@H](C)[C@@H](OC)CN(C)C2=O	-1.4	10.2&-13.7	0.4	3.3	0.8[16.7 µM]	.	-0.1&2.3	-4.2
Cc1ccc(-n2c(O)c(C=NC3CCS(=O)(=O)C3)c3ccccc3c2=O)cc1 (stereo not given)	.	.	-2.9	1.9	1.6	-7.2	.	0.0
Cn1nc(-c2ccccc2)c(C(=O)Nc2ccc(C(F)(F)F)cc2)c1Cl	.	.	-3.9	-0.7	.	6.1	.	5.7
C=CCNC(=O)[C@H]1[C@@H]2C(=O)O[C@@H](c3ccccc3)[C@@H](c3ccccc3)N2[C@@H](c2ccccc2OCCO)[C@]12C(=O)N(C(=O)OCCOC)c1ccc(C#CC3(O)CCCCCC3)cc12	1.6	25.2	3.5	37.0	.	.	.	0.3
O=C(OCC(=O)N1CCN(c2ccccc2)CC1)c1ccccc1[N+](=O)[O-]	-5.9	-2.1	.	.	-9.5	7.3	.	.

Assay outcomes as filed in PubChem BioAssay.
